Bioassay records as filed in PubChem.
KCNK9 block – blocks the human KCNK9 two-pore domain potassium channel. B-score at 10 µM. HEK293 KCNK9, FluxOR thallium flux fluorescence; hits give low values. Q9NPC2. 310,000 compounds, 1.2% hits;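 active = ratio B-score over 3 SD below the library mean, with starting fluorescence within 5 SD of its mean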;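 also: negative B-score means less thallium flux so channel inhibition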
Target sequence (Q9NPC2 whole entry, looked up, the tested form may be a part): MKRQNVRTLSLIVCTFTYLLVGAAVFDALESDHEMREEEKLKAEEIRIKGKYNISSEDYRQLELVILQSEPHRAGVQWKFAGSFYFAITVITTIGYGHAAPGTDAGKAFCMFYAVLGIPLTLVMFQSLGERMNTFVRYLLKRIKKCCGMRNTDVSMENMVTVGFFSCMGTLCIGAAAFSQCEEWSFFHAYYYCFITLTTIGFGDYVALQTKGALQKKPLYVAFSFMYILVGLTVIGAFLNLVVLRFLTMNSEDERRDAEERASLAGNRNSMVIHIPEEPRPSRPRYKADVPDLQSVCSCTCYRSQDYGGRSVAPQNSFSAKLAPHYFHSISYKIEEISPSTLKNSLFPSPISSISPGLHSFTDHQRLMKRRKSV
TRPC4 act – activators of mouse TRPC4 channel. AID 2237. Q9QUQ5. B-score at 10 µM. HEK293 TRPC4beta/mu-opioid, Fluo4 calcium fluorescence; hits give high values. 310,000 compounds, 0.49% hits;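 active = B-score above 5 SD of library B-scores, and initial fluorescence ratio not above library mean plus 5 SD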;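 also: positive B-score marks a calcium rise read as TRPC4 activation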
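Assay system: HEK293 stable line with TRPC4beta plus mu-opioid receptor. Times: dye 45 min RT, read 110 s. Measured by: kinetic Fluo4 calcium fluorescence. Measure: B score of integrated ratio. Controls: assay buffer as low control, maximal DAMGO as high control.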
Dyrk1A ADPGlo – inhibitors of rat Dyrk1A kinase; 310,000 compounds, 0.43% hits; Q63470; inhibition, % at 12.5 µM; ADP-Glo luminescence, NFATc1 peptide; in the data active = inhibition above about 50%;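 also: plate controls were vehicle with enzyme for no effect and no enzyme for full effect; many of its hits are not listed in these tables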
TRPC4 block – inhibitors of mouse TRPC4 channel; AID 2247; HEK293 TRPC4beta/mu-opioid, DAMGO-evoked Fluo4 calcium flux; hits give low values; B-score at 10 µM; 300,000 compounds, 0.39% hits; Q9QUQ5;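 active = B-score over 3 SD under the library average, no early fluorescence shift, positive overall ratio signal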
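Material: HEK293 cells with stable TRPC4beta plus mu-opioid receptor expression / Probe or stimulus: DAMGO in two steps, submaximal then maximal / Compound: single concentration per test compound / Technique: kinetic Fluo4 fluorescence imaging of calcium influx / Read-out: per-well B score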
Platelet DG rel – platelet dense granule release activity; human platelet-rich plasma, SFLLRN dense granule ATP release, luminescence; inhibition, %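 (compounds screened at 7.5 µM in platelet-rich plasma)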; 300,000 compounds, 0.22% hits; AID 1663;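 active = mean replicate score, as percent of positive control, at or above 50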
hERG protect – compounds protecting human hERG from proarrhythmic drug block | activation (rescue from dofetilide block), less the hit threshold, % at 10 µM | AID 1511 | 310,000 compounds, 0.51% hits | CHO-hERG, FluxOR thallium flux, dofetilide IC70 present;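 active = activation above the mean of controls blocked by dofetilide plus 5 SD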;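 also: thallium influx through hERG after potassium depolarization seen as dye fluorescence rise; in these data hits start at about 4.7%; inactives centre near -7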
KCNQ1 act – potentiates or activates the human KCNQ1 potassium channel; P51787; CHO-K1 KCNQ1, thallium flux FluxOR fluorescence; hits give high values; B-score at 10 µM; 310,000 compounds, 0.35% hits;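 active = fluorescence ratio B-score, a plate-corrected score, at least three library SD, with initial intensity B-score within 5 SD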
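assay system = KCNQ1-transfected CHO-K1 cells | medium = assay buffer with matched DMSO | probe or stimulus = depolarizing K+/Tl+ stimulus, K2SO4 and Tl2SO4 each 12.5 mM in 5x stock | dosing = single dose | incubation = dye 90 min, compound 20 min, room temperature | detection = kinetic FluxOR fluorescence, 10 s baseline plus 110 s post-stimulus | evaluation = ratio B score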
KCNK3 block – human KCNK3 channel inhibition, primary screen | O14649 | CHO-KCNK3 thallium flux, FluxOR fluorescence; hits give low values | B-score at 10 µM | 340,000 compounds, 0.84% hits;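 active = B-score under library mean minus 4 SD, starting fluorescence ratio at most library mean plus 5 SD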;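 also: more negative B-score means stronger inhibition of thallium flux through KCNK3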
Target sequence (O14649 whole entry, looked up): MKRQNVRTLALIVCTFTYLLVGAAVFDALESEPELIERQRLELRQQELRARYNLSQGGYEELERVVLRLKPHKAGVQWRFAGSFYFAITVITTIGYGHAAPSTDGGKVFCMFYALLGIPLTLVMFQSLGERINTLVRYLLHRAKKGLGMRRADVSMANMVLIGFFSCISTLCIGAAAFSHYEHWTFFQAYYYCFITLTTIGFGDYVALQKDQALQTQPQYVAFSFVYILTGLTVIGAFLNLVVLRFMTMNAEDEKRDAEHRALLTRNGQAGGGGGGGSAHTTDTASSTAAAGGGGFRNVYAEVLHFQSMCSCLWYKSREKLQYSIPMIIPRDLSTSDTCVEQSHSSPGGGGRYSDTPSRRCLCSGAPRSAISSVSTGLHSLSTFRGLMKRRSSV
PolyA inhibitor – inhibitors of polyadenylation in S. cerevisiae | S. cerevisiae SKY197-pL101 polyadenylation reporter, beta-gal luminescence; efflux-impaired pdr1/pdr3 knockout yeast; score 100 = 6 SD above DMSO | calls only at 12 µM | 300,000 compounds, 0.02% hits | AID 1875;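 active = lowest replicate activity score at least 50, where 100 means six control SD above control mean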;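 also: yeast exposed to compound for 9 h at 30 °C; higher score means more reporter readthrough which indicates perturbed polyadenylation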
KCNQ1 block – human KCNQ1 channel inhibition. CHO-K1 KCNQ1, FluxOR thallium flux fluorescence; hits give high values. B-score at 10 µM. 310,000 compounds, 1.3% hits;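 active = compounds whose thallium flux B-score, printed positive for inhibition, exceeds three library SD while starting fluorescence stays within three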;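 also: channel opened by potassium depolarization with thallium stimulus after 20 min compound exposure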
TRPC4 PAM – allosteric potentiators of mouse TRPC4 channel | 310,000 compounds, 0.42% hits | HEK293 TRPC4beta/mu-opioid, DAMGO EC20, Fluo-4 Ca2+ flux; hits give high values | B-score at 10 µM | AID 2227;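 active = B-score of calcium response area above 5 SD of library B-scores, with initial fluorescence ratio within 5 SD of library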;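 also: B-score of integrated fluorescence ratio over time as area under calcium response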
Active calls of the source: *; i = inactive; nt = no result given. Not all compounds are listed. The share of hits here may be higher or lower than overall.

canonical_smiles,TRPC4 PAM,hERG protect,KCNK9 block,KCNK3 block,PolyA inhibitor,TRPC4 block,KCNQ1 act,Platelet DG rel,KCNQ1 block,Dyrk1A ADPGlo,TRPC4 act
CC(C)C[C@H](NC(=O)C1(c2ccccc2)CCN(C(=O)OC(C)(C)C)CC1)C(=O)N1CCC[C@H]1C(=O)O,i,-10,i,i,i,i,i,18,i,-1,i
CC1CCN(S(=O)(=O)c2ccc3c(c2)N(CC(=O)NCCCN2CCCCC2)C(=O)CS3)CC1,i,0,i,i,i,i,i,10,i,0,i
CCOc1ccc(C(=O)C2CCN(CC(=O)Nc3nccs3)CC2)cc1,i,-7,i,i,i,i,i,0,i,3,i
Cc1cc(N2CCN(C(=O)OC(C)(C)C)CC2)n2ncnc2n1,i,-5,i,i,i,i,i,2,i,0,i
CCOC(=O)c1c(NC(=O)C2C3C=CC(CC3)C2C(=O)O)sc(C)c1C (stereo not given),i,-3,i,i,i,i,i,-5,i,-1,i
CC(C)CNC(=S)NC1CCCC1,i,-17,i,i,i,i,i,2,i,1,i
CCOC(=O)CC1NC(=O)c2ccccc21 (stereo not given),i,-6,i,i,i,i,i,8,i,-8,i
CC(=O)N1CN(CCCn2ccnc2)Cc2c1sc1c2CCCC1,i,-9,i,i,i,i,i,-12,i,5,i
O=C(NCc1cccs1)c1cc(C2CC2)on1,i,-4,i,i,i,i,i,4,i,2,i
COc1ccc(CNC(=O)c2cncc(Br)c2)cc1,i,-10,i,i,i,i,i,-2,i,4,i
CC(NC(=O)NC1CCCCC1)c1ccc2c(c1)OCO2 (stereo not given),i,11*,i,i,i,i,i,3,i,1,i
O=S(O)OC1CS(=O)(=O)CC1c1ccccc1 (stereo not given),i,-4,i,i,i,i,i,6,i,2,i
Cc1ccc(S(=O)(=O)NC(=O)Nc2ccc(F)c(F)c2)cc1,i,-4,i,i,i,i,i,-18,i,3,i
CN(C)c1nc(NCc2ccccc2)nc(SCC(=O)Nc2ccccc2)n1,i,0,i,i,i,i,i,2,i,nt,i
COc1ccccc1OCC(=O)Nc1ccccn1,i,-11,i,i,i,i,i,27,i,4,i
CCC(C)CCCCCCCCCCC(=O)O (stereo not given),i,0,i,i,i,i,i,14,i,-2,i
Cc1ccc(OCC(O)CNCc2ccccc2)cc1C (stereo not given),i,-12,i,i,i,i,i,9,i,10,i
CCN(CC)S(=O)(=O)c1ccc(O)c(NC(=O)c2ccc(N3CCOCC3)c([N+](=O)[O-])c2)c1,i,-7,i,i,i,i,i,7,i,9,i
N/C(=N\OC(=O)Cc1ccccc1[N+](=O)[O-])c1ccccn1,i,0,i,i,i,i,i,7,i,-1,i
CCOC(=O)/C(C#N)=C/c1cc2cc(C)c(C)cc2nc1Cl,i,-9,i,i,i,i,i,2,i,-2,i
C=C(C)c1cccc(C(C)(C)NC(=O)Nc2nnc(C(C)C)s2)c1,i,-9,i,i,i,i,i,0,i,-10,i
O=C(c1ccc(F)cc1)N1CCN=C1c1ccccc1,i,-9,i,i,i,i,i,5,i,4,i
CSc1nnc(C(C)(C)C)c(=O)n1/N=C/c1ccc(C(C)C)cc1,i,-6,i,i,i,i,i,12,i,-8,i
Cc1ncsc1C(=O)N1CCCC(C(=O)c2ccc3ccccc3c2)C1 (stereo not given),i,-5,i,i,i,i,i,-6,i,6,i
CCC(=O)c1ccc(N2CCOCC2)c(F)c1,i,-9,i,i,i,i,i,3,i,3,i
Cc1ccc(CNc2nc3ccccc3n3cnnc23)cc1,i,-11,i,i,i,i,i,-23,i,1,i
Cc1cc(C)n2nc(C(=O)NCc3ccccc3)cc2n1,i,-9,i,i,i,i,i,2,i,3,i
CCCCN1C(=O)/C(=C/C=C2\N(C)c3ccccc3C2(C)C)SC1=S,i,-17,i,nt,i,i,i,5,11*,nt,i
CCN(CC(=O)NC1CCCCC1)S(=O)(=O)c1ccc(Cl)cc1,i,-7,i,i,i,i,i,-7,i,4,i
COC(=O)[C@@H](NC(=O)c1ccc(OC2CCN(Cc3ccccn3)CC2)cc1)C(C)C,i,-8,i,i,i,i,i,1,i,-5,i
CCOc1ccc(/C=C2/SC(=S)N(n3c(C)ccc3C)C2=O)cc1,i,-18,i,i,i,i,i,16,i,1,i
O=C(COc1ccc([N+](=O)[O-])cc1)Nc1ccc(C(=O)NCc2cccnc2)cc1,i,-10,i,i,i,i,i,4,i,-5,i
CC(C)c1ccc2occ(-c3nn[nH]n3)c(=O)c2c1,i,-7,i,i,i,i,i,-2,i,2,i
CCOc1cccc(/C=C(/C#N)c2nc3ccccc3[nH]2)c1OCC(=O)O,i,-8,i,i,i,i,i,-8,i,-5,i
C1=CC2CC1CC2CN1CCN(Cc2ccccc2)CC1 (stereo not given),i,-12,i,i,i,i,i,7,i,7,i
N/C(Cc1cccc2ccccc12)=N\OC(=O)c1ccccc1F,i,-1,i,i,i,i,i,0,i,6,i
COc1ccc(C(c2nnnn2Cc2cccs2)N2CCN(c3ccccc3F)CC2)cc1 (stereo not given),i,-5,-12*,i,i,i,i,nt,i,-5,i
Cc1nc2c(C(=O)NCc3ccccc3Cl)c[nH]n2c(=O)c1Cl,i,2,i,i,i,i,i,1,i,-5,i
CC(=O)Nc1c(S(=O)(=O)c2ccccc2)c2nc3ccccc3nc2n1Cc1ccccc1,i,-6,i,i,i,i,i,-8,i,1,i
CCN(CC)CCNC(=O)c1cn(CC)c2ccc(S(=O)(=O)N3CCc4ccccc4C3)cc2c1=O,i,-6,i,i,i,i,i,-4,i,-8,i
Cc1ccc2occ(CN3CCN(Cc4ccccc4)CC3)c(=O)c2c1,i,-6,i,nt,i,i,i,2,i,nt,i
CN(C)CCCNC(=O)c1ccc(Oc2ccccc2)cc1,i,-12,i,i,i,i,i,2,i,5,i
COc1ccccc1NC(=S)N(Cc1ccc(C(=O)O)cc1)Cc1ccc(OC)c(OC)c1,i,4,i,i,i,i,i,-46,i,4,i
CC1=C(C#N)C(NC(=O)c2ccc(Cl)cc2)(C(F)(F)F)C(=O)N1 (stereo not given),i,-6,i,i,i,i,i,19,i,7,i
Nc1cccc(S(=O)(=O)c2ccc(N)c(N)c2)c1,i,-4,i,i,i,i,i,2,i,0,i

12 entries from above, arranged by molecular weight, low to high:
canonical_smiles,TRPC4 PAM,hERG protect,KCNK9 block,KCNK3 block,PolyA inhibitor,TRPC4 block,KCNQ1 act,Platelet DG rel,KCNQ1 block,Dyrk1A ADPGlo,TRPC4 act
Nc1cccc(S(=O)(=O)c2ccc(N)c(N)c2)c1,i,-4,i,i,i,i,i,2,i,0,i
C1=CC2CC1CC2CN1CCN(Cc2ccccc2)CC1 (stereo not given),i,-12,i,i,i,i,i,7,i,7,i
CN(C)CCCNC(=O)c1ccc(Oc2ccccc2)cc1,i,-12,i,i,i,i,i,2,i,5,i
N/C(Cc1cccc2ccccc12)=N\OC(=O)c1ccccc1F,i,-1,i,i,i,i,i,0,i,6,i
CC1=C(C#N)C(NC(=O)c2ccc(Cl)cc2)(C(F)(F)F)C(=O)N1 (stereo not given),i,-6,i,i,i,i,i,19,i,7,i
Cc1ccc2occ(CN3CCN(Cc4ccccc4)CC3)c(=O)c2c1,i,-6,i,nt,i,i,i,2,i,nt,i
Cc1nc2c(C(=O)NCc3ccccc3Cl)c[nH]n2c(=O)c1Cl,i,2,i,i,i,i,i,1,i,-5,i
CCOc1cccc(/C=C(/C#N)c2nc3ccccc3[nH]2)c1OCC(=O)O,i,-8,i,i,i,i,i,-8,i,-5,i
O=C(COc1ccc([N+](=O)[O-])cc1)Nc1ccc(C(=O)NCc2cccnc2)cc1,i,-10,i,i,i,i,i,4,i,-5,i
COc1ccc(C(c2nnnn2Cc2cccs2)N2CCN(c3ccccc3F)CC2)cc1 (stereo not given),i,-5,-12*,i,i,i,i,nt,i,-5,i
COc1ccccc1NC(=S)N(Cc1ccc(C(=O)O)cc1)Cc1ccc(OC)c(OC)c1,i,4,i,i,i,i,i,-46,i,4,i
CCN(CC)CCNC(=O)c1cn(CC)c2ccc(S(=O)(=O)N3CCc4ccccc4C3)cc2c1=O,i,-6,i,i,i,i,i,-4,i,-8,i

New compounds follow
canonical_smiles,TRPC4 PAM,hERG protect,KCNK9 block,KCNK3 block,PolyA inhibitor,TRPC4 block,KCNQ1 act,Platelet DG rel,KCNQ1 block,Dyrk1A ADPGlo,TRPC4 act
CC(C)N(C)Cc1nnnn1CC(=O)NCc1cc(F)cc(C(F)(F)F)c1,i,-9,i,i,i,i,i,-10,i,-7,i
Cc1ccc(-n2ncc(-c3nnc(SCC(=O)NC4CCCC4)o3)c2N)cc1C,i,-7,i,i,i,i,i,2,i,1,i
CCOc1ccc(C(=O)OCC(=O)NCCCc2ccccc2)cc1,i,-10,i,i,i,i,i,-6,i,2,i
COc1ccccc1N1CCN(C(=O)CCCNC(=O)Cn2cnc3sc(C)c(C)c3c2=O)CC1,i,-7,i,i,i,i,i,1,i,-2,i
O=C(COc1ccc(-c2ccccc2)cc1)NNC(=O)NC1CCCCC1,i,-8,i,i,i,i,i,0,i,1,i
CCOC(=O)/C(C)=N/NC(=O)c1ccc([N+](=O)[O-])cc1,i,10*,i,i,i,i,11*,4,i,2,i
